ST2 inh = IL1RL1 inhibition; hit rate 2.3% among 78,000; AlphaLISA ST2-Fc/biotin-IL-33 interaction, 1 h; inhibition, % for hits at 17 µM; AID 1259354; Q01638; in the data active means inhibition above about 30%; inconclusive means mostly about 10% to 28%
Target sequence (Q01638 whole entry, looked up): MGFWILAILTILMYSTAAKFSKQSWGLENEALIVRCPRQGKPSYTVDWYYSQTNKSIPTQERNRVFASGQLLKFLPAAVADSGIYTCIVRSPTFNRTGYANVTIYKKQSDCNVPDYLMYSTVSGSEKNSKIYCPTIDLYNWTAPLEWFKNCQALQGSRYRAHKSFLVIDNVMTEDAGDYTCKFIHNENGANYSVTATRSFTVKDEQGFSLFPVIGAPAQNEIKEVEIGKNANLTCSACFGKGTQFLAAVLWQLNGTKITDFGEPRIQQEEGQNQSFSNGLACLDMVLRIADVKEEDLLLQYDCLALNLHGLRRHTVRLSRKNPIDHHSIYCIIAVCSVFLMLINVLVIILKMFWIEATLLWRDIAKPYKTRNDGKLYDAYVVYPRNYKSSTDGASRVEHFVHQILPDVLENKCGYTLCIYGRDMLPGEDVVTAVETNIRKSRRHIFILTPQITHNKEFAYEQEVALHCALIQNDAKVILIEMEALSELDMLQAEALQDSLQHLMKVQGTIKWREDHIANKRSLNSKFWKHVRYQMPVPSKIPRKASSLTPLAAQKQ
Active calls of the source: *; i = inactive; ? = inconclusive. A portion of the library. The share of hits here may be higher or lower than overall.

| smiles | ST2 inh |
| --- | --- |
| CCOC(=O)c1c(C)oc2cc(Br)c(OC(C)=O)cc12 | i |
| CCn1nc(C)c(NC(=O)CN2CCCC(c3nc(C(C)C)no3)C2)c1C (stereo unspecified) | ? |
| COc1ccc(N2C(=O)c3ccccc3NC2c2cc(OC)c(OC)c(OC)c2)cc1 (stereo unspecified) | i |
| CN1CCCC1CCNC1CCCCCC1 (stereo unspecified) | i |
| COc1ccc(CNC(=O)[C@H]2O[C@H](CCN3CCN(c4ccccc4)CC3)CC[C@@H]2O)cc1 | i |
| CCC(C)/C=C(C)/C=C/C1=CC2=C(Cl)C(=O)C(C)(OC(C)=O)C(=O)C2=CN1CCCC(=O)O (stereo unspecified) | ? |
| COc1ccc(C(C#N)N2CCN(C(C#N)c3ccc(OC)c(OC)c3)CC2)cc1OC (stereo unspecified) | ? |
| CSc1ccccc1NC(=O)c1cc(-c2ccc(Br)cc2)on1 | i |

An excerpt from above in order of SMILES length, ascending.
| smiles | ST2 inh |
| --- | --- |
| CCOC(=O)c1c(C)oc2cc(Br)c(OC(C)=O)cc12 | i |
| COc1ccc(CNC(=O)[C@H]2O[C@H](CCN3CCN(c4ccccc4)CC3)CC[C@@H]2O)cc1 | i |
| CCC(C)/C=C(C)/C=C/C1=CC2=C(Cl)C(=O)C(C)(OC(C)=O)C(=O)C2=CN1CCCC(=O)O (stereo unspecified) | ? |

Later entries
| smiles | ST2 inh |
| --- | --- |
| Cc1ccsc1CN(C)Cc1cn[nH]c1-c1ccc(F)cc1 | i |
| COc1ccc(Cl)cc1NC(=O)Nc1cc(C)nc2ccccc12 | i |
| CCCCNC(=O)C1(O)c2cc(Br)ccc2NC(=O)N1c1ccc(Cl)cc1 (stereo unspecified) | ? |
| OC[C@@H]1O[C@H](CNC2CCOCC2)[C@H](N2CCN(c3cccc(C(F)(F)F)c3)CC2)[C@@H]1O | i |
| CCN(CC)S(=O)(=O)c1ccc(C(=O)N=c2sc3cc(Cl)ccc3n2C)cc1 | i |
| O=C(ON1C(=O)c2ccccc2C1=O)C1CCCCC1 | ? |
| Cc1ccnc(NS(=O)(=O)c2ccc(C)c(C)c2C)c1 | ? |
| COc1ccc(-c2nc(CN3CCCC(C(N)=O)C3)c(C)o2)c(OC)c1C (stereo unspecified) | i |
| COc1ccc(CNC(=O)C2CCCN2S(=O)(=O)c2ccc3c(c2)CCCC(=O)N3)cc1 (stereo unspecified) | i |
| O=C(O)c1ccccc1N=Cc1nc(-c2ccccc2F)oc1O | i |
| CSc1ccccc1C(=O)N1CCC(C2(CCC(C)C)NC(=O)N(Cc3ccccn3)C2=O)CC1 (stereo unspecified) | i |
| CN(Cc1ccc2nonc2c1)C(=O)c1cn(CCc2ccccc2)nn1 | i |
| COc1cc2cc(CN3CCCC3c3nonc3C)c(=O)[nH]c2cc1OC (stereo unspecified) | i |
| COc1cc2c(cc1OC)C(C)N(CCC#N)CC2 (stereo unspecified) | i |
| O=C1CC(c2ccccc2Cl)CC2=C1C(c1ccc(F)cc1)Nc1ccccc1N2 (stereo unspecified) | ? |
| Cc1ccc(CNC(=O)C(C)Oc2ccccc2)cc1 (stereo unspecified) | i |
| O=C(O)c1cccc(N2C(=O)C3C4C=CC(O4)C3C2=O)c1 (stereo unspecified) | i |
| O=C(Nc1cccc2ccccc12)N1CCCCC1CCN1CCOCC1 (stereo unspecified) | i |
| Cc1nc2nc[nH]n2c(=O)c1NC(=O)NCc1ccccc1 | ? |
| Cc1cc(O)c(S(=O)(=O)c2ccccc2)c(C)c1NS(=O)(=O)c1ccccc1 | i |
| COC(=O)c1cc(N2C(=O)C3C4c5ccccc5C(c5ccccc54)C3C2=O)ccc1Cl (stereo unspecified) | i |
| CN(C)c1ccc(C(=O)N2CCN(C(=O)c3cccs3)[C@H](C(=O)N[C@H](Cc3c[nH]c4ccccc34)C(N)=O)C2)cc1 | i |
| CC1CCC(NC(=O)c2ccc3c(c2)N(Cc2ccc(F)cc2)C(=O)CS3=O)CC1 (stereo unspecified) | i |
| Cc1ccccc1C(CNC1CCN(C(=O)c2ccccc2)CC1)N(C)C (stereo unspecified) | ? |
| CCCC(=O)N1CCN(c2cc(C)c(C(C)=O)cc2F)CC1 | i |
| Cc1ccccc1NCC(=O)Nc1c(C)cccc1C | ? |
| COc1ccc(C2CC(=O)C=C(O)C2)cc1 (stereo unspecified) | i |
| O=C(Nc1ccc(F)cc1)c1ccccc1Cl | i |
| O=C(CN1CCCN(Cc2ccccc2)S1(=O)=O)Nc1ccc(Cl)cc1 | i |
| CN(Cc1ccccc1)C(=O)c1cc(-c2ccc3c(c2)OCO3)on1 | i |
| CC(C)C(NC(=O)/C(=C/c1ccc2c(c1)OCO2)NC(=O)c1ccco1)C(=O)O (stereo unspecified) | i |
| CC(NC(=O)c1ccco1)C(c1cccs1)N1CCOCC1 (stereo unspecified) | i |
| O=[N+]([O-])c1cccc(S(=O)(=O)NCCCN2CCOCC2)c1 | i |
| COc1cc(OC)c(NC(=O)CN2CCN(Cc3ccccc3Cl)S2(=O)=O)cc1Cl | i |
| CCOC(=O)c1nn(CC(C)C)c2c1CN(C(=O)c1csc(-c3cccs3)n1)CC2 | ? |
| COc1cc(C2C(C#N)=C(N)Oc3ccc4ccccc4c32)cc(OC)c1OC (stereo unspecified) | ? |
| Cc1cc(C(=O)CN2CCOCC2)c(C)n1-c1cccc(F)c1 | i |
| CCCNC(=O)C1CCC(Cn2c(=O)c3sccc3n(CC(=O)NCc3ccco3)c2=O)CC1 (stereo unspecified) | i |
| CC(=O)Nc1cccc(-c2ccc3c(c2)CCC3=O)c1 | i |
| COc1cc(C=Nc2ccc(S(=O)(=O)Nc3ccccn3)cc2)cc(OC)c1OC | i |
| O=C(O)c1ccncc1C(=O)O | i |
| CN(C)c1cccc(Oc2nnnn2[C@H]2CO[C@H]3[C@@H]2OC[C@@H]3NC(=O)Nc2ccc(Oc3ccccc3)cc2)c1 | i |
| CN1CCC(N2CC[C@H](c3nc4ccccc4o3)C2)CC1 | i |
| C=CCC1c2cccc(C(=O)O)c2C(=O)N1c1ccc(F)cc1 (stereo unspecified) | ? |
| O=C1NC(Cc2ccc(F)cc2)(C2CCNCC2)C(=O)N1Cc1cncs1 (stereo unspecified) | i |
| CC1CCCCN1S(=O)(=O)c1cc(Cl)ccc1Cl (stereo unspecified) | i |
| NC(=O)[C@H](Cc1ccccc1)N1Cc2ncccc2C1=O | ? |
| CCN(C(=O)c1cccc(C)c1)c1ccccc1C | i |
| COc1cccc(OCC(O)CN2CCOCC2)c1 (stereo unspecified) | i |
| O=C(CCCn1cnc([N+](=O)[O-])n1)Nc1ccc(F)cc1F | i |
| c1ccc(CCCN2CC[C@H](c3nc4ccccc4s3)C2)cc1 | i |
| CC1=CCC(COC(=O)CN2CCCCC2)CC1 (stereo unspecified) | i |
| O=C(C1Cc2ccccc2O1)N1CCCCC1 (stereo unspecified) | i |
| O=C(Nc1ccc(Oc2ccccc2)nc1)C1CCN(C(=O)c2ccco2)CC1 | ? |
| COc1ccc(-n2ncc3c(Nc4ccc(C)cc4)ncnc32)cc1 | i |
| Cn1cc(NC(=O)CN2CCCC(C(=O)c3ccc4ccccc4c3)C2)cn1 (stereo unspecified) | i |

Other results.
| smiles | ST2 inh |
| --- | --- |
| O=C(NCCc1c[nH]c2ccccc12)c1ccc2c(=O)n(CCc3ccccc3)c(=O)[nH]c2c1 | i |
| C=CCSc1nnc2c(n1)OC(c1cccc(C)n1)Nc1ccccc1-2 (stereo unspecified) | i |
| CNC(=O)Cn1nc(C(=O)N2CCOC(C(F)(F)F)C2)cc1C (stereo unspecified) | ? |
| Cc1cccc(-c2nnc(NC(=O)C(F)(F)F)s2)c1 | i |
| CC(C)=CCN1CCN(Cc2ccncc2)CC1CCO (stereo unspecified) | i |
| Cc1ccc2nc(SCC(=O)c3ccc4c(c3)OCO4)[nH]c2c1 | i |
| Cc1ccccc1C(=O)Nc1ccc([N+](=O)[O-])cc1 | i |
| N#Cc1cc([N+](=O)[O-])cc(Br)c1N | ? |

Shown field by field: entries from further up
CCOC(=O)c1c(C)oc2cc(Br)c(OC(C)=O)cc12
  ST2 inh = i

O=C(O)c1ccncc1C(=O)O
  ST2 inh = i

Next part
| smiles | ST2 inh |
| --- | --- |
| O=C(Nc1ccc(Oc2ccc(Cl)cc2)cc1)C(Cl)(Cl)Cl | i |
| O[C@@H]1CO[C@H]2[C@@H]1OC[C@@H]2n1cc(-c2ccccn2)nn1 | i |
| Cc1cc(C)c(OCCCCN2CCNCC2)c(C)c1 | i |
| C=CCn1c(SCc2ccc(C(=O)OC)cc2)nc2ccccc2c1=O | ? |
| Cc1ccc(-n2c(SCC(=O)N3CCC(C)CC3)nc3c(c2=O)SCC3)cc1 | i |
| Cc1ccc(S(=O)(=O)c2ccc(-c3ccc([N+](=O)[O-])cc3)cc2)cc1 | 31.0%* |
| Cc1ccnc(SC2CC(=O)N(c3ccc(-c4ccccc4)cc3)C2=O)n1 (stereo unspecified) | i |
| CCNC(=O)N[C@H]1[C@H](O)[C@@H](N2CCCC2)[C@@H]2OC[C@H]1O2 | i |
| CN(Cc1ccccc1)C(=O)C1(S(=O)(=O)c2ccc(Cl)cc2)CC1 | i |
| Brc1ccccc1Nc1ncnc2c1cnn2Cc1ccccc1 | i |
| CCOc1ccc(NC(=O)c2ccc(NC(C)=O)cc2)cc1 | ? |
| O=C(O)CCCNS(=O)(=O)c1ccc(Br)c(C(=O)O)c1 | i |
| COC(=O)CN1C(=O)CSc2ccccc21 | i |
| CCC(=O)Nc1nc2ccccc2n1CCN1CCCC1 | i |
| Cc1nn(Cc2n[nH]c(=O)n2CCc2ccccc2F)c(C)c1C | i |
| O=C(C1CNCCO1)N1CCC(c2cc(Cc3ccccc3)[nH]n2)CC1 (stereo unspecified) | i |
| O=C(CSc1nc2sc3c(c2c(=O)n1-c1ccccc1)CCCC3)NCc1cccs1 | i |
| O=C(NC1CCCCCC1)C1CCN(C(=O)c2ccc(F)cc2)CC1 | i |
| Cc1cccn2c(=O)c3cc(C(=O)NC4CCCCC4)c(=N)n(CCOCCO)c3nc12 | i |
| Cc1ccc(Nc2nc(-c3ccc([N+](=O)[O-])cc3)cs2)cc1C | 33.0%* |
| COC(=O)c1c(C)oc2cc(Br)c(OC(=O)c3ccc(Cl)cc3)cc12 | i |
| OC1CCN(Cc2ccc(F)cc2F)CC1 | i |
| c1csc(CNc2ccc(-c3nc4ccccc4s3)cc2)c1 | i |
| CC(=O)N1CCc2c(sc(NC(=O)c3nc4ccccc4s3)c2-c2nc3ccccc3s2)C1 | i |

In a second layout: entries from further up.
COC(=O)c1c(C)oc2cc(Br)c(OC(=O)c3ccc(Cl)cc3)cc12
  ST2 inh: i

OC1CCN(Cc2ccc(F)cc2F)CC1
  ST2 inh: i

c1csc(CNc2ccc(-c3nc4ccccc4s3)cc2)c1
  ST2 inh: i

CC(=O)N1CCc2c(sc(NC(=O)c3nc4ccccc4s3)c2-c2nc3ccccc3s2)C1
  ST2 inh: i

Additional structures
| smiles | ST2 inh |
| --- | --- |
| Cc1ccsc1C(=O)N1CC[C@@H](N2CCN(c3ccccc3F)CC2)[C@H](O)C1 | i |
| Nc1c(C(=O)O)sc2nc(C3CC3)cc(C(F)(F)F)c12 | ? |
| COc1ccccc1C1(CC(=O)N2CCC(Oc3cccc(F)c3)CC2)CC(=O)N(C)C1=O (stereo unspecified) | ? |
| NS(=O)(=O)c1ccc(-n2ncc3c(=O)[nH]c(SCC(=O)Nc4nccs4)nc32)cc1 | i |
| O=C(N[C@H]1CO[C@H]2[C@@H]1OC[C@@H]2n1nnnc1Oc1ccc(-n2ccnc2)cc1)N1CCOCC1 | i |
| CCc1[nH]ncc1C(=O)NCc1cccnc1N1CCN(c2ccccn2)CC1 | i |
| COc1cc2c(cc1OC)-c1nnc(-c3cccs3)n1C(C)(C)C2 | i |
| COC(=O)c1ccc(-c2noc(CN(C)Cc3cccc(-n4nc(C)cc4C)c3)n2)cc1 | i |
| COC(=O)[C@@H]1Cc2ncn(C(C)C)c2CN1S(=O)(=O)c1ccccc1 | i |
| Cc1cccnc1CC(C)NC(=O)c1c(-c2ccccc2)noc1C (stereo unspecified) | ? |
| O=C1CCC(C(=O)N2CCN(CC3CCCC3)CC2)CN1Cc1ccc(Cl)cc1 (stereo unspecified) | i |
| CCOc1ccc(NC(=O)CSC2=NN3CCCC(=O)N=C3S2)cc1 | i |
| O=C(c1cc(O)c(O)c([N+](=O)[O-])c1)c1ccccc1F | i |
| CC(Cc1c[nH]c2ccccc12)NC(=O)c1ccncc1 (stereo unspecified) | ? |
| Cc1cccc(CSC2=NCCN2C(=O)c2ccc(S(=O)(=O)N3CCCCC3)cc2)c1 | i |
| COc1ccc(-c2nnc(SCC(=O)Nc3ccccc3OC)n2C2CCCCC2)cc1 | i |
| COc1cccc(C(=O)N2CCN(c3ccc(Cl)cc3)CC2)c1 | i |
| CCn1c(SCc2c(Cl)cccc2[N+](=O)[O-])nc2ccccc2c1=O | ? |
| Cc1cccc(-c2nnc(-c3cccc(C)c3)o2)c1 | i |
| COc1ccc(Nc2cc(C)nc3ncnn23)cc1Cl | i |
| N#Cc1c(N=CC2C(=O)c3ccccc3C2=O)sc2c1CCCC2 | i |
| Cc1ccc(S(=O)(=O)C2(C(=O)NCc3ccc(F)cc3)CC2)cc1 | i |
| CCCc1nnc(NC(=O)CN2CCC(Oc3ncccn3)CC2)s1 | ? |
| O=C(NCc1cccs1)c1cc(-c2cccc(Cl)c2)on1 | i |
| CCn1cnc2cc(NCc3ccccc3OC)ccc21 | i |
| COc1ccc(/C=C2/C(=O)N(c3ccccc3)N=C2C)cc1OC | ? |
| Cc1ccc2ncc(NC(=O)c3cccs3)c(=O)n2c1 | 83.0%* |
| N#CC1=C(N)OC2=C(C(=O)CC(c3ccccc3)C2)C1c1ccsc1 (stereo unspecified) | i |
| COc1cc(C2=NS(=O)(=O)c3ccccc3N2)cc(OC)c1OC | i |
| O=C(NCCSc1c[nH]c2ccccc12)c1cc2ccccc2oc1=O | i |
| CC(C)c1ccc(NC(=O)c2ccco2)cc1 | i |
| OC/C=C/c1ccc(O[C@@H]2O[C@H](CO)[C@@H](O)[C@H](O)[C@H]2O)cc1 | i |
| COc1cccc(CNC(=O)C2(S(=O)(=O)c3ccc(Cl)cc3)CC2)c1 | ? |
| COc1ccc(OC)c(C2CC(c3ccc(Br)cc3)=NN2C(C)=O)c1 (stereo unspecified) | i |

High-throughput results deposited in PubChem BioAssay by IUPUI and University of Michigan.
